beta cell repl = MIN6 beta-cell proliferation induction | MIN6 cells proliferation, ATPlite luminescence, 48 h; cells starved in 0.2% serum; 100% = growth in 10% serum | 330,000 compounds, 0.29% hits | proliferation, % at 10 µM;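 active = compounds whose signal lies at least 3.5 SD above the mean of all wells on their plate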;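 note: 0% = DMSO-treated cells in low-serum medium and 100% = 10% serum control; some compounds called inactive have numbers as strong as hits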
A3A deaminase = blocks human APOBEC3A ssDNA deamination; 330,000 compounds, 0.41% hits; P31941; AID 493011; inhibition, % at 20 µM; recombinant A3A, FAM/TAMRA ssDNA deamination fluorescence;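 active = at least 40% inhibition at 20 µM here, with at most 30% in a related deaminase screen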;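 note: plate controls were A3A with DMSO for no effect and wells lacking A3A enzyme for full effect; some results filed as inactive read as strong as hits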
hIAP inh = human IAP inhibition. P09923. inhibition, % at 10 µM. purified IAP, CDP-Star luminescence, 30 min. 330,000 compounds, 0.12% hits;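 active = inhibition reaching a set limit with compound at 10 µM in the primary screen, cut at about 35% in these data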;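 note: plate controls were DMSO wells with enzyme for no effect and no-enzyme buffer wells for full effect; values of inactives mirror those of a sister screen read the other way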
Target sequence (P09923 whole entry, looked up): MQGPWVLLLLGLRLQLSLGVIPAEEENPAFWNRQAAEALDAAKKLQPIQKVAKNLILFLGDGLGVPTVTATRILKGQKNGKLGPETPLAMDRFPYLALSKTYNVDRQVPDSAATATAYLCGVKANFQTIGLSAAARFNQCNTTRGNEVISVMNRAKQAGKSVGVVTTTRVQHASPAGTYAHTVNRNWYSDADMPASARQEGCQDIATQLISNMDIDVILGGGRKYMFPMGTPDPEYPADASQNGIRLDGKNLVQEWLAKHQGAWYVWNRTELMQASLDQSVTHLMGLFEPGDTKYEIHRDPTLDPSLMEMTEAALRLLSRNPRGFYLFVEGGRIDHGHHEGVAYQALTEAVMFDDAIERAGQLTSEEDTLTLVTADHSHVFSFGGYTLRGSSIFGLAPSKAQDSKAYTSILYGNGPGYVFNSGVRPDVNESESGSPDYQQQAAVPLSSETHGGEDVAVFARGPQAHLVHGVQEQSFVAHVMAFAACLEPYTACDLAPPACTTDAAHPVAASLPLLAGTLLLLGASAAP
NALP3 yeast inh = NALP3 inhibition in yeast; Yeast reconstituted NLRP3/ASC/caspase-1, beta-gal luminescence, 24 h; 330,000 compounds, 0.39% hits; inhibition, % at 10 µM;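 active = inhibition of 50% or more; inactive = inhibition below 50%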;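 note: plate controls were induced DMSO wells for no effect and uninduced yeast grown without galactose for full effect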
tim10-1 inh = growth inhibitors of tim10-1 mutant yeast | 330,000 compounds, 2.2% hits | AID 463190 | inhibition, % at 20 µM | S. cerevisiae tim10-1 ts strain growth, BacTiter-Glo, 24 h;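 active = inhibition of at least 40%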;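 note: mutant grown at 25 °C; 0% = DMSO wells with yeast and 100% = wells holding no yeast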
mIAP inh = blocks mouse intestinal alkaline phosphatase. purified mouse IAP, CDP-Star luminescence, 30 min. 330,000 compounds, 0.2% hits. inhibition, % at 10 µM;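 active = inhibition of at least 40% at 10 µM in the primary screen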;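 note: plate controls were DMSO with enzyme for no effect and no enzyme wells for full effect; values of inactives mirror those of a sister screen read the other way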
mIAP activ = mouse IAP activation; muIAP, CDP-Star luminescence, 30 min; hits give high values; 1 = vehicle-only enzyme signal, 0 = enzyme-free wells; activation factor at 10 µM; 330,000 compounds, 0.24% hits;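 active = activation factor of at least 2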; note: the source names both 10 and 20 µM as test concentration; values of inactives mirror those of a sister screen read the other way
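System: mouse IAP enzyme. Reagent: CDP-Star chemiluminescent phosphatase substrate. Benchmarks: DMSO wells, no-enzyme wells. Times: 30 min enzyme-substrate-compound incubation at room temperature. Detection: luminescence from enzymatic CDP-Star hydrolysis. Doses: test compounds delivered from DMSO solution.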
A3G deaminase = inhibitors of human APOBEC3G DNA deaminase. recombinant A3G, ssDNA deamination FAM/TAMRA fluorescence. inhibition, % at 20 µM. 330,000 compounds, 0.28% hits;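 active = inhibition of at least 40% at 20 µM, with no more than 30% in the related APOBEC3A deaminase screen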;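 note: plate controls were DMSO wells with A3G for no effect and wells lacking A3G enzyme for full effect; some compounds called inactive have numbers as strong as hits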
Target sequence (Q9HC16 whole entry, looked up): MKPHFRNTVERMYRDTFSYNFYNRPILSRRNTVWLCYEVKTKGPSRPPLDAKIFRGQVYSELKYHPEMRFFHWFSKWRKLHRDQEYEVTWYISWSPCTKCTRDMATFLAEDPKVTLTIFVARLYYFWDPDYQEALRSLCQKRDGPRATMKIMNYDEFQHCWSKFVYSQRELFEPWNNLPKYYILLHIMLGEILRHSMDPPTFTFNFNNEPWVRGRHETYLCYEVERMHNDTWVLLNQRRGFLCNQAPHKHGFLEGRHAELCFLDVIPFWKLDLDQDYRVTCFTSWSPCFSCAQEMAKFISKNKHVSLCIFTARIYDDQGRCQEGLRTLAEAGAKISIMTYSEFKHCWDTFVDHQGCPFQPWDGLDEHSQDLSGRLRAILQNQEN
TIM10 inh = growth inhibitors of TIM10 yeast strain | 330,000 compounds, 1.4% hits | S. cerevisiae TIM10 strain growth, BacTiter-Glo luminescence, 24 h | inhibition, % at 10 µM;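 active = inhibition of 40% or more at the single tested concentration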;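 note: wild-type TIM10 isogenic control strain grown at permissive 25 °C; 0% = DMSO yeast wells and 100% = minimal medium wells without yeast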
* hit, by the source's call.

SMILES	beta cell repl	A3A deaminase	hIAP inh	NALP3 yeast inh	tim10-1 inh	mIAP inh	mIAP activ	A3G deaminase	TIM10 inh
Cc1ccc(Cn2c(=N)n(CC(=O)c3ccc([N+](=O)[O-])cc3)c3ccccc32)cc1	-3	-3	-7	15	17	17	0.83	-10	6
Cc1cccc(-n2cc(-c3ccccc3)[nH]c2=S)c1	-1	-3	-4	10	46*	0	1	-6	20
Fc1ccc(C2CCCN2Cc2nc(Cc3ccccc3)no2)cc1 (stereo not given)	-2	1	16	-7	16	6	0.94	-4	8
CCC1CCc2sc(C(=O)N(C)CC(=O)Nc3cccc(OC)c3)cc2C1 (stereo not given)	-7	-5	7	27	19	-23	1.2	-4	12
CCOC(=O)c1ccc(NC(=O)CSc2nnc(COc3ccccc3OC)n2CC)cc1	-2	-2	3	-6	-15	4	0.96	-6	-27
Cc1cc2nc(C3CCCN(C(=S)Nc4ccccc4)C3)[nH]c2cc1C (stereo not given)	-3	-2	-9	4	3	-5	1.1	-5	-3
O=S(=O)(Nc1nc2ccccc2nc1Nc1ccc2c(c1)OCO2)c1ccc(F)cc1	-5	4	12	-2	9	2	0.98	3	18
COc1ccc(-c2cccc(NS(=O)(=O)c3cccc([N+](=O)[O-])c3)c2)nn1	-3	4	-1	15	-11	-4	1	-1	-7
Cc1csc(NC(=O)c2cn3ccccc3n2)n1	-5	2	-52	5	27	-1	1	-5	-7
CC(=O)NS(=O)(=O)c1ccc(N=c2ssc3c2-c2cc(C)c(C)cc2NC3(C)C)cc1	-2	-1	13	4	5	12	0.88	-6	7
CN(C)C(CNC(=O)CNC(=O)c1ccc2ccccc2c1)c1ccccc1 (stereo not given)	2	-1	-12	18	16	-8	1.1	2	3
C=CCOc1ccc(CNc2ccc3[nH]c(=O)[nH]c3c2)cc1	-4	-1	-10	11	26	2	0.98	-10	2
C/C(=N\NC(=O)CSCc1ccc([N+](=O)[O-])cc1)c1ccccc1O	0	0	1	20	3	7	0.93	3	14
Cc1ccc(-c2nc3ccccc3c(=O)n2N)cc1	4	-7	10	14	10	-5	1.1	-6	-4
COc1c(C(=O)Nc2c(C)n(C)n(-c3ccccc3)c2=O)ccc2ccccc12	-2	-4	0	-5	16	4	0.96	-7	5
O=C(COC(=O)c1ccc(Cl)nc1)NC(=O)c1ccc(OC(F)F)cc1	-2	-4	5	9	10	8	0.92	-6	0
CC(C(=O)N1CCN(C(=O)c2ccco2)CC1)n1sc2ccccc2c1=O (stereo not given)	2	-3	2	4	28	6	0.94	-7	4
CC(C)c1ccc(CC(NC(=O)c2ccccc2)C(=O)NCC(=O)O)cc1 (stereo not given)	-2	0	-13	-18	10	-3	1	-6	-6
CCN(CC(=O)Nc1ccc(NC(C)=O)cc1)C(=O)c1cccc(S(=O)(=O)N2CCCC2)c1	4	-2	-8	3	4	0	0.99	-3	1
O=[N+]([O-])c1cn(-c2nc(-c3ccco3)cc(C(F)(F)F)n2)cn1	7.7*	-2	4	10	16	7	0.93	0	7
O=C(COC(=O)Cc1c[nH]c2ccccc12)NC1CCS(=O)(=O)C1 (stereo not given)	1	0	-5	7	-1	-2	1	-7	-2
C=CCNC1=C(Cl)C(=O)N(c2cccc(Cl)c2Cl)C1=O	-2	-2	21	12	11	1	0.99	-5	-7
Cc1nn(Cc2ccccc2)c(Cl)c1/C=C/C(=O)OC(C(=O)NC(N)=O)C(C)C (stereo not given)	-1	14	-15	24	3	4	0.96	-8	9
O=C(CCN1CCCCC1)Nc1cccc(Cl)c1	0	-4	-11	16	-9	-10	1.1	-7	-16
CCCOc1ccc(/C(O)=C2/C(=O)C(=O)N(CCCOC)C2c2ccncc2)cc1 (stereo not given)	0	2	6	18	2	-5	1.1	-1	-2

An excerpt from above in order of length of the SMILES, lowest first.
SMILES	beta cell repl	A3A deaminase	hIAP inh	NALP3 yeast inh	tim10-1 inh	mIAP inh	mIAP activ	A3G deaminase	TIM10 inh
Fc1ccc(C2CCCN2Cc2nc(Cc3ccccc3)no2)cc1 (stereo not given)	-2	1	16	-7	16	6	0.94	-4	8
O=C(COC(=O)Cc1c[nH]c2ccccc12)NC1CCS(=O)(=O)C1 (stereo not given)	1	0	-5	7	-1	-2	1	-7	-2
CCCOc1ccc(/C(O)=C2/C(=O)C(=O)N(CCCOC)C2c2ccncc2)cc1 (stereo not given)	0	2	6	18	2	-5	1.1	-1	-2

(listing goes on)
SMILES	beta cell repl	A3A deaminase	hIAP inh	NALP3 yeast inh	tim10-1 inh	mIAP inh	mIAP activ	A3G deaminase	TIM10 inh
CC(=O)Nc1cccc(NC(=O)CSc2nc3ccccc3o2)c1	-3	0	5	9	4	-5	1.1	2	7
Cc1cc(C)nc(N2C(=O)CC(Cc3ccccc3)C2=O)n1 (stereo not given)	0	-4	-3	-7	0	-6	1.1	-2	-7
CCCCCCC[C@@H](C/C=C/CCC(=O)O)OC	0	-6	10	3	11	14	0.86	-7	2
COCCCNC(=O)CN(Cc1ccccc1)S(=O)(=O)c1ccccc1	-2	-4	10	27	-4	-4	1	-6	-1
Cc1ccc(C(=O)Nc2ccc(S(=O)(=O)NCc3ccco3)cc2)cc1	0	15	4	-6	18	14	0.86	0	12
O=Cc1cn(CCC(=O)O)nc1-c1cccc2ccccc12	-1	1	-4	3	15	16	0.84	-2	8
Cc1[nH]nc2c1C(c1cnn(C)c1)C(C#N)=C(N)O2 (stereo not given)	-2	10	-15	17	-27	0	1	17	-2
COC(=O)c1cc(C#N)c(Oc2ccc(OC)cc2)nc1C	-2	-3	-3	25	6	-4	1	20	-3
CCc1ccc(-c2csc(NC(=O)C3=COCCO3)n2)cc1	-8	2	6	35	18	-1	1	-6	10
O=[N+]([O-])c1cccc(-n2nnnc2CN2CCCCCC2)c1	5	-1	18	-25	24	7	0.93	-1	13
Oc1ccc(N=Cc2sc3ccccc3c2Cl)cc1	-5	-1	16	-1	14	15	0.85	1	3
CCN(CC)C(=O)c1cc(-c2ccc3c(c2)OCO3)on1	-3	-3	-10	27	12	0	1	-7	-5
CCN(CC)CCOc1nnc(-c2ccc(OC)cc2)c2ccccc12	1	4	3	8	4	4	0.96	-8	0
Clc1ccsc1-c1csc(-c2cccnc2)n1	3	-2	-24	-1	-14	1	0.99	-4	8
CC(C)CN1CCC(=O)N(CCOc2ccccc2)CC1	6	-3	3	16	-3	1	0.99	-3	-8
CCN(C(=O)COC(=O)CNC(=O)c1sc2ccccc2c1Cl)C1CCCCC1	4	2	0	23	35	2	0.98	0	23
CC1CC(C)CN(c2oc(-c3ccco3)nc2C#N)C1 (stereo not given)	0	-2	1	-1	24	-2	1	-4	27
CCCCn1c(=N)n(CCOc2ccc(C)cc2)c2ccccc21	-6	-4	-3	9	19	-9	1.1	-10	7
CCCc1cc(=O)[nH]c(SCC(=O)c2cc(C)n(CCC)c2C)n1	-2	-6	13	13	11	6	0.94	-10	1
COc1ccc(NC(=O)c2ccc3ccccc3n2)cc1S(=O)(=O)Nc1ccccc1Cl	0	0	1	-3	37	-5	1.1	-1	4
COCCNC(=O)C(=O)Nc1cccc(Br)c1	0	-2	8	25	-2	8	0.92	-4	-1
CC1=CC(C)C(COC(=O)CN2CCCCC2)C(C)C1 (stereo not given)	1	-2	2	9	-15	9	0.91	-4	1
CN1CCc2nc3sc(C(=O)NCc4ccccc4)c(N)c3cc2C1	-5	-2	6	9	-8	9	0.91	-7	-9
CC(=O)c1ccc(N2CCN(C(=O)c3nn(C)c4c3CS(=O)(=O)c3ccccc3-4)CC2)cc1	-4	-2	3	9	-8	6	0.94	-5	13
O=C(CSc1nnnn1C1CCCCC1)N1CCc2ccccc21	-3	0	28	6	9	-8	1.1	-1	-3

The results go on:
SMILES	beta cell repl	A3A deaminase	hIAP inh	NALP3 yeast inh	tim10-1 inh	mIAP inh	mIAP activ	A3G deaminase	TIM10 inh
CS(=O)(=O)c1cccc(C(=O)OCCCC(=O)c2ccccc2)c1	1	-5	0	17	-15	-1	1	-8	-12
O=C(CNC(=O)c1ccccc1F)OCC(=O)c1ccc(Cl)s1	1	6	-7	0	11	-5	1	8	12
CCn1c(-c2sc(-c3ccccc3)nc2C)n[nH]c1=S	0	-2	13	25	26	-2	1	38	23
O=C1C(C=NCc2ccco2)=C(O)c2ccccc21	0	7	13	10	-3	8	0.92	0	-3
CCn1c(SCC(=O)Nc2ccccc2)nnc1C1CCCCC1	1	-20	1	-2	18	-3	1	1	25
O=C(Nc1cccc(NC(=O)c2ccccc2[N+](=O)[O-])n1)c1ccccc1[N+](=O)[O-]	-1	4	10	4	-4	-4	1	-7	0
Cc1nnc(SC(C)C(=O)NCC2CCCO2)s1 (stereo not given)	-1	-2	-20	5	-17	-2	1	0	-4
COc1cccc(CNc2ncn[nH]2)c1OCc1ccc(F)cc1	0	2	-36	1	14	11	0.89	0	-1
Cc1ccc(OCC(=O)NC(=S)Nc2cccc(NC(=O)c3ccccc3)c2)cc1	0	-2	-5	-4	4	-5	1.1	-2	9
CCc1nnc(NC(=O)c2ccc3c(c2)C(=O)N(CC(C)C)C3=O)s1	2	0	-32	9	4	0	1	-8	-9
CC(C)N(C(=S)Nc1cc(S(=O)(=O)N2CCOCC2)ccc1Cl)c1ccccc1	0	-1	13	21	-3	-7	1.1	-1	9
COC(=O)c1cnn(-c2nc(-c3ccccc3)cs2)c1N	-4	2	16	19	11	-2	1	-4	4
CCN(CC)S(=O)(=O)c1ccc(N2CCCC2)c(C(=O)OCC(=O)N2CCCC2)c1	-2	1	3	6	6	-3	1	-2	-31

One compound at a time, as listed above. Values in the order: beta cell repl	A3A deaminase	hIAP inh	NALP3 yeast inh	tim10-1 inh	mIAP inh	mIAP activ	A3G deaminase	TIM10 inh
CCn1c(SCC(=O)Nc2ccccc2)nnc1C1CCCCC1 as listed: 1	-20	1	-2	18	-3	1	1	25
COC(=O)c1cnn(-c2nc(-c3ccccc3)cs2)c1N as listed: -4	2	16	19	11	-2	1	-4	4
Cc1ccc(OCC(=O)NC(=S)Nc2cccc(NC(=O)c3ccccc3)c2)cc1 as listed: 0	-2	-5	-4	4	-5	1.1	-2	9
COc1cccc(CNc2ncn[nH]2)c1OCc1ccc(F)cc1 as listed: 0	2	-36	1	14	11	0.89	0	-1
O=C(Nc1cccc(NC(=O)c2ccccc2[N+](=O)[O-])n1)c1ccccc1[N+](=O)[O-] as listed: -1	4	10	4	-4	-4	1	-7	0

Source: PubChem
